ROCK2 inh = inhibitors of human Rho kinase 2. O75116. purified ROCK2, Kinase-Glo ATP depletion luminescence. inhibition, % at 6 µM. 60,000 tested, 0.35% active. AID 604;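 active = inhibition above the screen-wide mean inhibition plus 3 SD, cut at about 18% in these data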;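 note: plate controls were DMSO wells for no effect and Y-27632 control wells after no-enzyme background subtraction for full effect; many of its hits are not listed in these tables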
Target sequence (O75116 whole entry, looked up): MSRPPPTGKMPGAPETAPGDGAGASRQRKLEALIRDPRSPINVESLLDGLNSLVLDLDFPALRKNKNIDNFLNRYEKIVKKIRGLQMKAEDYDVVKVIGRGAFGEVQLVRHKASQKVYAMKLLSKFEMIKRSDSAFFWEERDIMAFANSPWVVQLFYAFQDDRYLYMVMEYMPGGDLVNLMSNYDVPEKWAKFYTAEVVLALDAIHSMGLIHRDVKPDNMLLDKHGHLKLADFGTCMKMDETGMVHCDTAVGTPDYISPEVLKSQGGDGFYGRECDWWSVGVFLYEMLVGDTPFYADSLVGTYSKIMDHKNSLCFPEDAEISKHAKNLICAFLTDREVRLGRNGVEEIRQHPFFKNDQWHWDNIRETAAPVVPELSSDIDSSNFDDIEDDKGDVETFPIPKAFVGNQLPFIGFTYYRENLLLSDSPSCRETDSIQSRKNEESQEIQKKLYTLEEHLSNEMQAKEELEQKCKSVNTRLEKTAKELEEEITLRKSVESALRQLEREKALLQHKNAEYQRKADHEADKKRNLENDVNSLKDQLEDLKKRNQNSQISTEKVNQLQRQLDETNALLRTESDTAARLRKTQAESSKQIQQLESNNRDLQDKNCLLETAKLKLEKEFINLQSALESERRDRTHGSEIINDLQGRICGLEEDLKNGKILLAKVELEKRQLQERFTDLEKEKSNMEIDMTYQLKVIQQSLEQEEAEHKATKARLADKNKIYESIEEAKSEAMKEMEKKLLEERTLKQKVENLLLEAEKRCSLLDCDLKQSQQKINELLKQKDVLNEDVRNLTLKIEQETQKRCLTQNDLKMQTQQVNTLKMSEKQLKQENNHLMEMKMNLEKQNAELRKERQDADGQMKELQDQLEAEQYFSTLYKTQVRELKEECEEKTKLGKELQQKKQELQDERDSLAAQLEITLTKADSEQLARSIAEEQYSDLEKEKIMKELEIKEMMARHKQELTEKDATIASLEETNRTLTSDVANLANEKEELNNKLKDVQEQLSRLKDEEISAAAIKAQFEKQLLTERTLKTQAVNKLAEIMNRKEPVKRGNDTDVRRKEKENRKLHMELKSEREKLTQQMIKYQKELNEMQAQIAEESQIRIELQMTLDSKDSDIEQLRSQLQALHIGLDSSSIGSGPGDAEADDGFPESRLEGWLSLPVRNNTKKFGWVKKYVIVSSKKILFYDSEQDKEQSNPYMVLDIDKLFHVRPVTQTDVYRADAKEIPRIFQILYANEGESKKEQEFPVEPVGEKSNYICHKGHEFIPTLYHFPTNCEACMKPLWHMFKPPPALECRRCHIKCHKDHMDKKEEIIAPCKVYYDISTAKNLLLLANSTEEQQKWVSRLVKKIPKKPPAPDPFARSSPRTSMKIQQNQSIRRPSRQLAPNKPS
NADH enzymes = blocks coupling enzymes of NAD/NADH assays. IC50, µM (top dose mostly 10 µM), for the others: at the highest dose inhibition. 65,000 tested, 0.02% active. coupled PK/LDH NADH assays, four targets;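 active = single-dose screening hits from any of four coupled enzyme assays that gave an IC50 when retested across doses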;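 note: the DPM-DC format reads NADH fluorescence rather than 340 nm absorbance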
HEK293 NFkB inh = inhibitors of the PMA/ionomycin-induced NF-kB reporter in HEK293 cells; inhibition, % at 3 µM; 62,000 tested, 0.21% active; HEK-293 NF-kB luciferase reporter, luminescence;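 active = inhibition above the mean of all tested compounds plus 3 SD, cut at about 40% in these data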;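 note: 0% = stimulated DMSO wells and 100% = 10 µM reference inhibitor 5653914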
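Material: HEK-293 cells with stable firefly luciferase reporter driven by four HIV NF-kB elements / Also added: PMA plus ionomycin mix as NF-kB-activating stimulus / Compound dosing: 3 µM once, 0.30% DMSO / Times: 1 h pretreatment, 16 h stimulation, 37 °C / Signal: luminescence / Evaluation: per-plate % inhibition versus controls / Benchmarks: DMSO and 10 µM reference inhibitor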
JNK3 blocker = JNK3 (human) kinase inhibition | inhibition, % at 8 µM | purified JNK3 kinase activity, HTS | AID 746 | P53779 | 60,000 tested, 0.61% active; in the data active = inhibition above about 17%;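 note: 0% = DMSO and 100% = reference inhibitor; many of its hits are not listed in these tables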
Ecoli tolC = blocks growth of E. coli BW25113 tolC mutant; OD615; 65,000 tested, 2.2% active; AID 573; growth inhibition, % at 10 µM (by protocol);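 active = growth inhibition at or above a cutoff equal to the mean over every tested compound plus 3 SD, cut at about 60% in these data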;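 note: growth measured after 20 h incubation at 37 °C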
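Assay system: tolC-deleted E. coli BW25113. Medium: kanamycin-containing LB broth (50 µg/mL). Dosing: 10 µM final, single dose. Timing: bacterial growth with compound for 20 h at 37 °C. Detection: A615 absorbance measurement. Read-out basis: growth inhibition in percent.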
PKA inh = inhibitors of human protein kinase A; P17612; PKA Kemptide phosphorylation, Kinase-Glo ATP luminescence; inhibition, % at 6 µM; 65,000 tested, 0.1% active; AID 524;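 active = inhibition above the screen-wide mean inhibition plus 3 SD, cut at about 21% in these data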; note: many of its hits are not listed in these tables
MMP13 inh = inhibitors of human MMP13 | P45452 | MMP-13 fTHP FRET cleavage, Mca fluorescence | inhibition, % at 4 µM | 65,000 tested, 0.07% active | AID 570;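 active = inhibition above the mean of compound-free control plate wells plus 3 SD, cut at about 14% in these data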;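 note: 0% = DMSO wells and 100% = wells with reference MMP-13 inhibitor after basal subtraction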
Fluor 339 460 = intrinsic fluorescence of library compounds, ex339/em460 – biochemical, MLSMR library, data from DPM-DC assay, artefact control, profiling panel; compound autofluorescence, ex339/em460 nm, NADH buffer; active compounds read high; 1 = no-compound wells, NADH background; fluorescence fold increase at 10 µM; 65,000 tested, 5.5% active; AID 709;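 active = at 10 µM, mean starting fluorescence two-fold or more over control wells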;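 note: signal is the first read of a kinetic run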
Abs 340nm = absorbance at 340 nm; compound absorbance at 340 nm, fold over control; fold change at 10 µM; 65,000 tested, under 10 active; AID 708;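 active = at 10 µM dose, initial 340 nm absorbance at least 2 fold that of control wells; inactive = change under 2 fold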;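 note: initial absorbance extrapolated from kinetic A340 decline of NADH oxidation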
Numbers without * were called inactive; nt = not tested or not shown; [ ] = remark or other dose. An excerpt. The share of hits here may be higher or lower than overall.

Keys: A = ROCK2 inh; B = NADH enzymes; C = HEK293 NFkB inh; D = JNK3 blocker; E = Ecoli tolC; F = PKA inh; G = MMP13 inh; H = Fluor 339 460; I = Abs 340nm
Nc1nc2n(n1)C(c1ccccc1Cl)CC(c1ccc(F)cc1)N2 (stereo unspecified)
  A = -4; B = 10%; C = 9; D = -5; E = 26; F = 3; G = 1; H = 1.3; I = 1.1

O=C(CCCOc1ccc(Cl)cc1)N1CCOCC1
  A = 6; B = 2%; C = -2; D = 1; E = 3; F = 6; G = 2; H = 1.1; I = 1

Cc1ccc(C(C)NC(=O)c2ccco2)cc1C (stereo unspecified)
  A = 4; B = 2%; C = -10; D = 3; E = 11; F = 8; G = -2; H = 1.1; I = 1

COC(=O)c1cc(-c2cccc(OC)c2)on1
  A = 4; B = 4%; C = 21; D = -4; E = -17; F = -2; G = -3; H = 1.1; I = 0.96

CC(C)NC(=O)c1cc(-c2ccco2)on1
  A = 7; B = 3%; C = 2; D = 2; E = -2; F = 8; G = 3; H = 1.1; I = 1

Cc1cccc(N2CC34C=CC(O3)C(C(=O)O)C4C2=O)c1 (stereo unspecified)
  A = 2; B = 7%; C = 6; D = 4; E = -17; F = 7; G = 0; H = 1.1; I = 1

CC1Cc2ccccc2N1C(=O)CSc1nnc(CNc2ccccc2)o1 (stereo unspecified)
  A = 8; B = 3%; C = 12; D = -3; E = -15; F = 10; G = -2; H = 1.1; I = 0.99

COc1cc2cc(C)c(SCC(=O)N3CCOCC3)nc2cc1OC
  A = 4; B = 7%; C = 22; D = 0; E = -11; F = 6; G = -2; H = 1.1; I = 1.1

CC(C)CNc1cc(=O)n(C)c(=O)n1C
  A = 5; B = 1%; C = -7; D = -6; E = -15; F = -2; G = 4; H = 1.1; I = 1.1

C=CCn1c(SCC(=O)NC(=O)NCc2ccco2)nc2sc(C)c(C)c2c1=O
  A = 2; B = 4%; C = 12; D = 1; E = -10; F = 4; G = 2; H = 1.1; I = 1.1

COc1ccc(NC(=O)CNS(=O)(=O)c2cccc3nonc23)c(OC)c1
  A = nt; B = 2%; C = 2; D = nt; E = 0; F = 2; G = -2; H = 1.1; I = 1.1

COc1ccccc1N(CC(=O)Nc1c(C)cccc1C)S(C)(=O)=O
  A = nt; B = 4%; C = nt; D = nt; E = -9; F = nt; G = nt; H = 1.1; I = 1

O=C(O)C1CCCN1C(=O)Nc1ccccc1 (stereo unspecified)
  A = 6; B = 2%; C = 1; D = -6; E = -4; F = 3; G = 3; H = 1.1; I = 1

O=C1c2ccccc2C(O)(Cc2ccccc2)N1c1ccc2c(c1)OCO2 (stereo unspecified)
  A = 6; B = 7%; C = 15; D = 4; E = 37; F = 10; G = -2; H = 1.1; I = 1

CC(=O)Nc1nc(=S)ss1
  A = 2; B = 5%; C = -8; D = 4; E = 19; F = 7; G = 1; H = 1; I = 1

COc1ccc(N2CCN(C(=O)CSc3ncnc4c3cnn4-c3ccccc3C)CC2)cc1
  A = 7; B = 4%; C = 7; D = 5; E = -10; F = 6; G = 1; H = 1; I = 0.98

CCOC(=O)N1CCN(CC(=O)Nc2cc3c(cc2C(C)=O)OCO3)CC1
  A = -3; B = 7%; C = 18; D = 6; E = 0; F = 3; G = 0; H = 1.3; I = 1.1

COc1ccc(C(=O)N2CCC(C(=O)Nc3cccc(C)c3)CC2)cc1OC
  A = 2; B = 2%; C = 4; D = -1; E = -5; F = 1; G = 1; H = 1.1; I = 0.99

CCC(Sc1nc2sc(C(=O)OC)c(C)c2c(=O)n1N)C(=O)NCC1CCCO1 (stereo unspecified)
  A = nt; B = 2%; C = 17; D = nt; E = 17; F = 4; G = -2; H = 1.1; I = 1

CN(C)c1nc(SCC#N)nc(N(C)C)n1
  A = 4; B = 0%; C = 17; D = 5; E = -2; F = 14; G = 4; H = 1.2; I = 1.1

COc1ccc(-n2c(SCC(=O)NCC3CCCO3)nc3n[nH]c(C)c3c2=N)cc1 (stereo unspecified)
  A = 5; B = 7%; C = 13; D = 0; E = -18; F = 4; G = 1; H = 1; I = 1

CC(=O)OCC(=O)[C@@]1(O)CC[C@H]2[C@@H]3CCC4=CC(=O)C=C[C@]4(C)[C@@]3(Cl)[C@@H](Cl)C[C@@]21C
  A = 10; B = 2%; C = nt; D = -1; E = 13; F = -2; G = 1; H = 1; I = 0.99

Cc1ccnc(NS(=O)(=O)c2ccc(NC(=O)C3CCCCC3)cc2)n1
  A = 5; B = 8%; C = 5; D = -3; E = -9; F = 13; G = 2; H = 1.1; I = 0.99

O=C(Nc1cc(Cl)ccc1O)C1CCCO1 (stereo unspecified)
  A = 6; B = 10%; C = 9; D = -4; E = -12; F = 4; G = 0; H = 1.1; I = 1

COC(=O)c1cc(-c2ccc3c(c2)OCO3)nc2ccccc12
  A = 8; B = 8%[fluoresces]; C = 5; D = -4; E = 23; F = 7; G = -14; H = 2.2*; I = 1.1

4 entries already listed, ordered by their value in HEK293 NFkB inh, smallest number first.
Structure,HEK293 NFkB inh
COc1ccc(NC(=O)CNS(=O)(=O)c2cccc3nonc23)c(OC)c1,2
Cc1ccnc(NS(=O)(=O)c2ccc(NC(=O)C3CCCCC3)cc2)n1,5
O=C1c2ccccc2C(O)(Cc2ccccc2)N1c1ccc2c(c1)OCO2 (stereo unspecified),15
COc1cc2cc(C)c(SCC(=O)N3CCOCC3)nc2cc1OC,22

Additional structures
Keys: A = ROCK2 inh; B = NADH enzymes; C = HEK293 NFkB inh; D = JNK3 blocker; E = Ecoli tolC; F = PKA inh; G = MMP13 inh; H = Fluor 339 460; I = Abs 340nm
CCOc1ccc(-c2[nH]ncc2Oc2cccc(OC)c2)c(O)c1
  A = -2; B = 4%; C = 15; D = 1; E = 99*; F = 6; G = -4; H = 1.1; I = 1

O=c1c2ccccc2n(Cc2cccc(F)c2)c(=O)n1C1CCCC1
  A = 2; B = 6%; C = 18; D = 2; E = 77*; F = 4; G = 1; H = 1.1; I = 0.99

Cc1cc(C)n(-c2ccc(C(=O)OCc3nnc(-c4ccccc4)o3)cc2)n1
  A = nt; B = 6%; C = -2; D = nt; E = -12; F = 0; G = 2; H = 1.1; I = 1

Cc1nc2cc(NC(=O)Nc3nccs3)ccc2n1C
  A = -6; B = 8%; C = -10; D = -1; E = -13; F = -2; G = 11; H = 1.1; I = 1.1

CSc1nc(C)cc(Oc2ccc(=O)n(C)n2)n1
  A = 6; B = 3%; C = 8; D = -1; E = -18; F = 7; G = 4; H = 1; I = 0.99

CCN1C=CC(=C2C(=O)c3ccccc3C2=O)C=C1
  A = -32; B = 3%; C = 50*; D = 62*; E = -15; F = -4; G = -3; H = 1.1; I = 1.1

O=C(OCc1ccccc1)Oc1cncc(C(=O)O)c1
  A = 4; B = 5%; C = 18; D = -1; E = -12; F = 4; G = -1; H = 1.1; I = 1

O=C(NCc1cccs1)C1CCN(S(=O)(=O)c2ccc(Br)s2)CC1
  A = nt; B = 5%; C = 12; D = nt; E = 5; F = -4; G = 0; H = 1.1; I = 1

Cn1cc(Cl)c(C(=O)N2CCN(c3ncccn3)CC2)n1
  A = 10; B = 3%; C = 0; D = 4; E = -11; F = 10; G = 0; H = 1.3; I = 1

COc1cc(C(=O)OC(C)CN2CCOCC2)cc(OC)c1OC (stereo unspecified)
  A = 7; B = 5%; C = 3; D = 2; E = -15; F = 8; G = -1; H = 1.1; I = 1

O=C(CSc1nnc(-c2ccc(O)cc2)n1Cc1ccco1)N1CCc2ccccc2C1
  A = 3; B = 3%; C = 3; D = 3; E = 31; F = 1; G = 3; H = 1.1; I = 0.98

CC1CCCCN1CCNc1nc(=S)[nH]c2ccccc12 (stereo unspecified)
  A = nt; B = 6%; C = 8; D = nt; E = -1; F = -4; G = 1; H = 1.2; I = 1

O=C(NCc1ccco1)C1CCN(S(=O)(=O)N2CCC3(CC2)OCCO3)CC1
  A = -3; B = 2%; C = 13; D = -7; E = -17; F = 0; G = -1; H = 1; I = 0.99

CCOc1ccc2[nH]c(=O)c(CN(Cc3nnnn3Cc3ccco3)C3CCCCC3)cc2c1
  A = 6; B = 5%; C = 15; D = 1; E = 26; F = 11; G = -5; H = 1.2; I = 1

COC(=O)c1cc(OC)c(OC)cc1NC(=O)c1cnccn1
  A = 7; B = 4%; C = 8; D = 2; E = 13; F = 1; G = 1; H = 1; I = 1.1

COc1ccc(-c2ccc(=O)[nH]n2)cc1
  A = nt; B = 5%; C = 21; D = nt; E = -10; F = 2; G = -1; H = 1.1; I = 1

N#CC1=C(N)Oc2c(sc3ccccc23)C1c1ccco1 (stereo unspecified)
  A = -1; B = 4%; C = 8; D = 0; E = 49; F = -4; G = -9; H = 1.2; I = 1

COc1ccc(C(=O)Oc2c(C)occc2=O)cc1OC
  A = 6; B = 6%; C = 5; D = 1; E = -8; F = 7; G = 4; H = 1; I = 0.99

CCCOc1cccc(C2C(C(=O)c3ccco3)=C(O)C(=O)N2CCN(CC)CC)c1 (stereo unspecified)
  A = 12; B = 4%; C = 4; D = -3; E = -25; F = 0; G = 2; H = 1.1; I = 1

CC1CCN(CCCNC(=O)c2cc3c(=O)n(C)c4ccccc4c3n2C)CC1
  A = 1; B = 18%; C = 23; D = -4; E = 10; F = 3; G = -25; H = 1.7; I = 1

O=C1C=C(O)CC(c2ccc(Cl)cc2)C1 (stereo unspecified)
  A = nt; B = 5%; C = 7; D = nt; E = 6; F = 10; G = 5; H = 1.1; I = 1

Cc1ccc(S(=O)(=O)NC(C)(C)CSc2nnc(N)s2)cc1
  A = -1; B = 5%; C = 5; D = -5; E = 11; F = -2; G = 5; H = 1.1; I = 1

COc1cccc2c(=O)n(CC(=O)N3CCCc4ccccc43)ccc12
  A = 6; B = 15%; C = 9; D = -10; E = 16; F = 0; G = -4; H = 1.4; I = 1.1

CCOC(=O)c1nc(C)[nH]c1C(=O)OCC
  A = nt; B = 8%; C = 8; D = nt; E = -3; F = 6; G = 6; H = 1.1; I = 0.98

Cc1cc(NCc2ccco2)nc2cc(O)ccc12
  A = 2; B = 2%[fluoresces]; C = 6; D = 1; E = 6; F = 7; G = -215[fluorescence artefact?]; H = 2.1*; I = 1.1

O=C(NC1=NC2CCCCC2N1)c1ccccc1 (stereo unspecified)
  A = -4; B = 5%; C = -29; D = -9; E = 10; F = -6; G = 5; H = 1.1; I = 1

C=CCNC(=O)Cn1nc(-c2ccccc2)ccc1=O
  A = -2; B = 6%; C = 8; D = 0; E = -10; F = 3; G = -1; H = 1.1; I = 0.98

Retrieved by compound from the list above (four):
Keys: A = ROCK2 inh; B = NADH enzymes; C = HEK293 NFkB inh; D = JNK3 blocker; E = Ecoli tolC; F = PKA inh; G = MMP13 inh; H = Fluor 339 460; I = Abs 340nm
O=C(OCc1ccccc1)Oc1cncc(C(=O)O)c1
  A = 4; B = 5%; C = 18; D = -1; E = -12; F = 4; G = -1; H = 1.1; I = 1

CCN1C=CC(=C2C(=O)c3ccccc3C2=O)C=C1
  A = -32; B = 3%; C = 50*; D = 62*; E = -15; F = -4; G = -3; H = 1.1; I = 1.1

O=C(NC1=NC2CCCCC2N1)c1ccccc1 (stereo unspecified)
  A = -4; B = 5%; C = -29; D = -9; E = 10; F = -6; G = 5; H = 1.1; I = 1

CC1CCCCN1CCNc1nc(=S)[nH]c2ccccc12 (stereo unspecified)
  A = nt; B = 6%; C = 8; D = nt; E = -1; F = -4; G = 1; H = 1.2; I = 1
